# PMK inhibit: blocks S. pneumoniae phosphomevalonate kinase | hit rate 0.49% among 65,000 | inhibition, % at 10 µM | purified PMK, PK/LDH-coupled NADH absorbance 340 nm | AID 539;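 active = top-ranked compounds by inhibition in the single 10 µM screen, taking a fixed number of the strongest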;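 also: 0% = full reaction with DMSO carrier and 100% = background rate without enzyme reaction; no value below 0 was filed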
# Bfl-1 inhibitors: Bfl-1 inhibitors, primary screen, biochemical, fluorescence polarization, FITC-Bid, mouse (AID 432). displacement, % at 20 µM, or IC50 in µM where a hit was titrated. hit rate 0.02% among 64,000. FITC-Bid BH3 peptide fluorescence polarization displacement; higher % means a stronger effect; in the data active = a potency from the dose series; inactive = the rest, 99 in 100 with displacement below about 15%; also: strong numbers were not always called active
# HPDE-C7 viability: HPDE-C7 pancreatic duct cell viability loss – fluorescence, HTS (AID 430). HPDE-C7 pancreatic duct cells viability, fluorescence; higher % means a stronger effect. cytotoxicity, % at 10 µM, or EC50 in µM where a hit was titrated. hit rate 1.8% among 63,000;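 also: cells exposed to compound for 48 hours before viability readout; 0% = vehicle and 100% = reference cytotoxic drug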
# Spn DPM-DC inh: S. pneumoniae DPM-DC inhibition | purified DPM-DC, PK/LDH coupled NADH fluorescence | calls only at 10 µM | hit rate 0.49% among 65,000 | AID 556;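 active = the 320 compounds with the highest percent inhibition in the single-dose primary screen, excluding strongly autofluorescent ones, cut at about 32% in these data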;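 also: kinetic rate of NADH fluorescence loss reporting ADP formed by the decarboxylase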
# MK inhibit: inhibitors of Streptococcus pneumoniae mevalonate kinase | purified MK, PK/LDH-coupled NADH absorbance 340 nm | inhibition, % at 10 µM | hit rate 0.48% among 65,000 | AID 555;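 active = ranked among the strongest by inhibition in the single 10 µM screen, a fixed top-ranked set picked for dose follow-up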; also: no value below 0 was filed
# Alkaline phosphatase: human TNAP enzyme inhibitors, biochemical, luminescent (AID 518) | purified TNAP enzyme, luminescent substrate readout; higher % means a stronger effect | inhibition, % at 20 µM, or IC50 in µM where a hit was titrated | hit rate 0.09% among 64,000; in the data active = a potency from the dose series; inactive = the rest, 99 in 100 with inhibition below about 22%;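 also: plate controls were vehicle for no effect and reference inhibitor for full effect; many of its hits are not listed in these tables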
# HT1080 viability: cytotoxicity in HT1080 fibrosarcoma cells, cell-based, fluorescence readout (AID 620); HT1080 viability, fluorescence; higher % means a stronger effect; cytotoxicity, % at 10 µM; hits with a dose series show EC50 in µM; hit rate 0.42% among 87,000;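 also: cells exposed to compound overnight then 4 h with Alamar Blue; 0% = vehicle DMSO and 100% = killing control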
# LYP inhibition: inhibition of human PTPN22 tyrosine phosphatase – biochemical, DiFMUP fluorescence, recombinant catalytic domain, 10 µM, primary screen (AID 606). one-dose inhibition, % at 10 µM; IC50 in µM for titrated hits. 52,000 tested, under 10 active. recombinant LYP catalytic domain, DiFMUP fluorescence; higher % means a stronger effect;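 active = IC50 under 40 µM in the dose-response test; inactive = IC50 of 40 µM or more, or never dose-tested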
# KRASV12 cytotoxicity: cytotoxicity in KRAS-transformed pancreatic duct cells, primary screen, cell-based, fluorescence, HTS (AID 431); HPDE-C7K KRASV12 cells, Alamar Blue viability, 48 h; higher % means a stronger effect; cytotoxicity, % at 10 µM, or EC50 in µM where a hit was titrated; hit rate 1.7% among 63,000;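 active = compounds whose percent cytotoxicity in the single-dose primary screen, scaled between solvent and toxic-drug controls, exceeds 50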;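 also: 0% = DMSO solvent wells and 100% = doxorubicin-treated wells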
# PMK inhibit pilot replicates: also measured in PMK inhibit; calls as there; inhibition, %; measured here: pilot screen replicates
# MK inhibit pilot replicates: recorded beside MK inhibit, whose call it bears; inhibition, %; measured here: pilot screen replicates
# Spn DPM-DC inh pilot screen %: recorded beside Spn DPM-DC inh, whose call it bears; inhibition, %; measured here: pilot screen trials
# * hit, by the source's call; i = inactive; x = not tested or not shown. Rule as the data show it, unless noted: active = cytotoxicity above about 50%; inactive = the rest.
SMILES,PMK inhibit,Bfl-1 inhibitors,HPDE-C7 viability,Spn DPM-DC inh,MK inhibit,Alkaline phosphatase,HT1080 viability,LYP inhibition,KRASV12 cytotoxicity,others
Nc1c2c(nc3ccccc13)N(C1CCCCC1)CC2,0,-2%,19%,x,49*,4%,-5%,9%,30%,
CCOC(=O)c1c(C)[nH]c(C)c1C(=O)COC(=O)c1cccc(S(=O)(=O)NC)c1,13,3%,12%,i,8,8%,-1%,5%,8%,
CCS(=O)(=O)N1CCC(c2nc(-c3ccc(C)cc3)no2)CC1,0,-4%,-12%,i,2,4%,13%,7%,-9%,
CCOC(=O)Cc1csc(NS(=O)(=O)c2ccc3c4c(cccc24)C(=O)N3CC)n1,10,9%,9%,i,9,9%,2%,24%,15%,
CCOc1cc(C2CC(=O)N3CN(C4CCCCC4)CSC3=C2C#N)ccc1O (stereo not given),10,18%,-22%,i,14,6%,-3%,7%,-4%,PMK inhibit pilot replicates=0.0;MK inhibit pilot replicates=0.5;Spn DPM-DC inh pilot screen %=1.5
O=C(COC(=O)CSc1nnc(-c2ccc(Cl)cc2)o1)NCc1ccc2c(c1)OCO2,10,-10%,-18%,i,4,8%,5%,-5%,-10%,PMK inhibit pilot replicates=0.0;MK inhibit pilot replicates=0.0;Spn DPM-DC inh pilot screen %=0.0
COc1cc(OC)cc(C(=O)NCCSCc2ccco2)c1,7,0%,-2%,i,10,2%,5%,-2%,4%,
O=C(CSc1ncnc2c1oc1ccccc12)c1cccs1,7,-11%,-13%,i,6,6%,11%,x,-10%,
CCOc1ccc2nc(N3CCCN(C(=O)Nc4ccccc4C)CC3)c(C#N)cc2c1,7,28%,6%,i,8,-26%,-20%,2%,-2%,
Cc1ccc(SCCNC(=O)C(CO)(CO)CO)cc1,2,4%,-7%,i,2,0%,-5%,5%,-16%,
CCn1cc(C(=O)N=c2sc3ccccc3n2C)c(=O)c2ccc(C)nc21,13,29%,0%,i,7,6%,10%,x,-2%,PMK inhibit pilot replicates=4.0;MK inhibit pilot replicates=0.5;Spn DPM-DC inh pilot screen %=6.5
COCCNc1ncnc2c1cnn2-c1ccc(Cl)cc1,2,-1%,5%,i,9,-2%,-4%,x,48%,
CC12CCC(C(=O)NCCCn3ccnc3)(OC1=O)C2(C)C (stereo not given),6,-2%,6%,i,7,12%,3%,11%,-2%,
CC(C)(C)NS(=O)(=O)c1ccc2nc(NC(=O)Cc3cccs3)sc2c1,0,-5%,69%*,i,3,12%,9%,8%,73%*,
O=C(Nc1c(Cl)cccc1Cl)C1CCC1,15,-4%,-32%,i,10,21%,17%,x,-9%,
COc1cc(-c2nnc(-c3ccc(S(=O)(=O)c4ccccc4)cc3)o2)cc(OC)c1OC,13,-12%,-9%,x,8,9%,-3%,-3%,-1%,
Cc1nnc(-c2ccccc2)c[n+]1[O-],6,-12%,-26%,i,10,-2%,-5%,5%,-26%,
O=C(Cn1nnc(-c2cccc(C(F)(F)F)c2)n1)NC1CCCC1,2,-6%,8%,i,5,8%,8%,-1%,5%,
NC(=O)c1ccsc1NC(=O)c1ccc(S(=O)(=O)N2CCCCC2)cc1,1,-5%,11%,i,6,0%,7%,9%,13%,
O=C(Cn1cccc1)N1CCN(C(c2ccccc2)c2ccccc2)CC1,11,1%,-16%,i,7,12%,-13%,2%,-2%,PMK inhibit pilot replicates=3.0;MK inhibit pilot replicates=0.0;Spn DPM-DC inh pilot screen %=0.5
CCCC(=O)OCC(=O)Nc1cc(C(C)(C)C)nn1-c1ccccc1,18,5%,-18%,i,0,19%,-3%,x,-13%,
O=C(O)c1cccc(N2C(=O)CSC2c2c(F)cccc2Cl)c1 (stereo not given),3,-5%,2%,i,10,12%,5%,x,-3%,
CC(C)OCCCN1C(=O)c2ccccc2C1C(=O)NC1CCCCC1 (stereo not given),23,0%,-14%,i,14,-5%,5%,-8%,-4%,
CS(=O)(=O)NCCSCc1c(F)cccc1Cl,10,0%,-10%,i,12,10%,11%,0%,-1%,PMK inhibit pilot replicates=6.0;MK inhibit pilot replicates=3.5;Spn DPM-DC inh pilot screen %=4.0
CCSc1nc2nc(C)cc(C)n2n1,18,4%,-14%,i,0,13%,6%,7%,-8%,
Cc1ccc(-n2nnc3c(=O)n(CC(=O)NCC4CCCO4)cnc32)cc1 (stereo not given),12,2%,-6%,i,6,-2%,7%,-5%,-5%,
O=C1CC(c2ccccc2)n2nc(NS(=O)(=O)c3ccccc3)nc2N1 (stereo not given),2,-2%,-3%,i,4,4%,-4%,15%,-2%,
O=C(Nc1ccc2c(c1)OCCO2)c1cnc2ccccn2c1=O,13,x,x,i,0,x,-2%,0%,x,
COC(=O)CCSc1nccn1Cc1ccccc1,0,-6%,-8%,i,0,10%,0%,2%,3%,
O=C(Cn1c(-c2ccc(Cl)cc2)noc1=O)N1CCN(c2ccccc2F)CC1,5,-1%,-2%,i,6,4%,0%,x,0%,

# A draw from above in order of SMILES length, low to high:
SMILES,PMK inhibit,Bfl-1 inhibitors,HPDE-C7 viability,Spn DPM-DC inh,MK inhibit,Alkaline phosphatase,HT1080 viability,LYP inhibition,KRASV12 cytotoxicity,others
O=C(Cn1nnc(-c2cccc(C(F)(F)F)c2)n1)NC1CCCC1,2,-6%,8%,i,5,8%,8%,-1%,5%,
O=C1CC(c2ccccc2)n2nc(NS(=O)(=O)c3ccccc3)nc2N1 (stereo not given),2,-2%,-3%,i,4,4%,-4%,15%,-2%,
COc1cc(-c2nnc(-c3ccc(S(=O)(=O)c4ccccc4)cc3)o2)cc(OC)c1OC,13,-12%,-9%,x,8,9%,-3%,-3%,-1%,

# Next section
SMILES,PMK inhibit,Bfl-1 inhibitors,HPDE-C7 viability,Spn DPM-DC inh,MK inhibit,Alkaline phosphatase,HT1080 viability,LYP inhibition,KRASV12 cytotoxicity,others
COC(=O)CSc1nc(C(C)C)nc2ccccc12,4,8%,-5%,i,0,15%,-4%,11%,-5%,
CCC(C)(C)NC(=O)C(c1cccn1C)N(C(=O)Cn1nnc2ccccc21)c1ccc(F)cc1 (stereo not given),5,-6%,-8%,i,0,14%,-1%,14%,-9%,
O=C(O)CCCC(=O)NCCCCc1ccccc1,0,-3%,-34%,i,4,11%,9%,x,-3%,
COc1ccccc1-n1c(SCC(=O)N2CCCCC2)nnc1-c1ccccc1O,27*,-1%,-3%,i,5,7%,2%,6%,-1%,
CN(C(=O)c1ccc2c(=O)n3c(nc2c1)CCCCC3)c1ccccc1,13,14%,-30%,i,0,8%,4%,5%,-6%,PMK inhibit pilot replicates=2.0;MK inhibit pilot replicates=0.0;Spn DPM-DC inh pilot screen %=1.5
CCOC(=O)CNC(=O)c1cnn2cccnc12,4,-12%,-19%,i,17,2%,-2%,10%,-10%,
CC(=O)NCC(=O)N(c1ccccc1)C1(C(=O)NC2CCCCC2)CCCCC1,10,0%,-9%,i,8,-2%,12%,x,-11%,
COc1cccc(C(=O)N(Cc2ccco2)Cc2cc3cccc(C)c3[nH]c2=O)c1,5,-5%,-10%,i,15,9%,-1%,-15%,-9%,
Cc1cccc(NC(=O)C2CCCN(C(=O)Nc3ccccc3)C2)c1C (stereo not given),15,2%,-13%,i,7,15%,-2%,0%,4%,PMK inhibit pilot replicates=1.0;MK inhibit pilot replicates=4.5;Spn DPM-DC inh pilot screen %=2.5
CN(C)c1nc(OCC(=O)NC(C)(C)C)nc(N(C)C)n1,7,0%,2%,i,8,9%,3%,2%,12%,
CCCCNC(=O)C1c2cc(OC)c(OC)cc2C(=O)N(C)C1c1ccc(OC)cc1 (stereo not given),3,-4%,-6%,i,5,13%,-4%,10%,-10%,
CCc1ccc(-c2nc(CN3CCCC(C(=O)NCCc4ccc(OC)c(OC)c4)C3)c(C)o2)cc1 (stereo not given),19,0%,7%,i,1,8%,-12%,x,6%,
COC(=O)CCCCC1SCC(NC(=O)OC)C1NC(=O)OC (stereo not given),3,-11%,3%,i,10,7%,1%,4%,2%,
COc1ccccc1CNC(=O)C1CCN(S(C)(=O)=O)CC1,0,-8%,4%,i,0,12%,3%,-31%,9%,
COc1ccc(NC(=O)CSc2nnc(-c3ccccn3)n2N)cc1,6,-7%,-18%,i,6,14%,-1%,-10%,-11%,
COc1cc(OC)c(OC)cc1CN1CCCC(C(=O)N2CCCCC2)C1 (stereo not given),5,1%,9%,i,0,0%,-5%,x,2%,
COc1ccccc1NC(=O)CC(=O)CSc1nnc(-c2ccc(C)cc2)n1C,18,5%,-7%,i,1,6%,-8%,-5%,-10%,
CC(C)Cn1c(CN(C)Cc2ccccc2)nc2c1c(=O)n(C)c(=O)n2C,2,5%,-7%,i,6,9%,-2%,4%,2%,
CC1=C(C(=O)Nc2ccccc2)C(c2ccccc2)N2C(=O)CSC2=N1 (stereo not given),2,-1%,0%,i,14,6%,1%,-12%,0%,
CCOC(=O)N1CCC2(CC1)C(C(=O)C13CC4CC(CC(C4)C1)C3)C2(C#N)C#N (stereo not given),11,-11%,-16%,i,3,6%,-5%,12%,-8%,
CN(C)CCN1C(=O)C(O)=C(C(=O)c2cc3ccccc3o2)C1c1ccc(N(C)C)cc1 (stereo not given),3,-12%,9%,i,3,15%,11%,4%,4%,PMK inhibit pilot replicates=1.5;MK inhibit pilot replicates=0.0;Spn DPM-DC inh pilot screen %=1.0
CC(=O)C1=C(O)C(=O)N(C2CCCCC2)C1c1ccccc1 (stereo not given),13,-6%,-3%,i,0,8%,0%,-9%,-2%,PMK inhibit pilot replicates=2.5;MK inhibit pilot replicates=1.0;Spn DPM-DC inh pilot screen %=5.5
CC(C)CNc1nc2c(c(=O)n(C)c(=O)n2C)n1Cc1cccc(Br)c1,6,6%,1%,i,7,4%,-8%,x,4%,
COc1ccc(C2(C(=O)Nc3ccc(C(=O)N4CCOCC4)cc3)CCOCC2)cc1,14,-8%,-7%,i,8,-3%,14%,12%,1%,
CC1(C)CC(=O)C=C(Nc2ccc(S(N)(=O)=O)cc2)C1,0,0%,4%,i,5,7%,7%,3%,-1%,
O=S(=O)(Nc1ccc(N2CCCCC2)cc1)c1cccc2cccnc12,0,-3%,-8%,i,6,12%,-5%,7%,3%,
CSCCC(NC(=O)C1CCC(C)CC1)C(=O)NCCN1CCOCC1 (stereo not given),8,-2%,-3%,i,10,11%,-1%,1%,-15%,
Cc1cccc(N2CC(C)Cn3c2nc2c3c(=O)n(CC(=O)OCc3ccccc3)c(=O)n2C)c1 (stereo not given),12,1%,31%,i,11,6%,-10%,-3%,39%,
COC(=O)CN(c1nc(C)cc(OC)n1)S(=O)(=O)c1ccc(C)cc1,10,-7%,8%,i,12,7%,-3%,3%,-2%,
COc1cc2c(C(=O)NC3CCCCCC3)cn(C)c(=O)c2cc1OC,13,-4%,-9%,i,0,-2%,-3%,-1%,-1%,
CC1Cc2ccccc2N1Cc1nc2scc(-c3cccs3)c2c(=O)[nH]1 (stereo not given),0,-2%,0%,i,10,9%,2%,5%,3%,
COc1cc(OC)c(NC(=O)c2ccoc2C)cc1Cl,4,3%,4%,i,0,-1%,2%,12%,0%,
O=C(NCc1ccccc1F)C1CCN(C(=O)NCc2ccccc2)CC1,13,-5%,3%,i,6,8%,-4%,x,2%,
